Screening results (PubChem BioAssay)
MEX-5 binding = C. elegans MEX-5 TCR-2 RNA binding activity; activity score (negative = inhibition of binding), % at 10 µM; MEX-5/FITC-TCR2 RNA binding, fluorescence polarization; hits give low values; Q9XUB2; AID 1832; 300,000 compounds, 0.38% hits;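 active = inhibition past about -25% in most replicates, and total fluorescence under double the plate's negative control median, limit read from the data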;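 note: 0% = DMSO and -100% = 5 µM competing unlabeled TCR2 RNA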
Target sequence (Q9XUB2 whole entry, looked up): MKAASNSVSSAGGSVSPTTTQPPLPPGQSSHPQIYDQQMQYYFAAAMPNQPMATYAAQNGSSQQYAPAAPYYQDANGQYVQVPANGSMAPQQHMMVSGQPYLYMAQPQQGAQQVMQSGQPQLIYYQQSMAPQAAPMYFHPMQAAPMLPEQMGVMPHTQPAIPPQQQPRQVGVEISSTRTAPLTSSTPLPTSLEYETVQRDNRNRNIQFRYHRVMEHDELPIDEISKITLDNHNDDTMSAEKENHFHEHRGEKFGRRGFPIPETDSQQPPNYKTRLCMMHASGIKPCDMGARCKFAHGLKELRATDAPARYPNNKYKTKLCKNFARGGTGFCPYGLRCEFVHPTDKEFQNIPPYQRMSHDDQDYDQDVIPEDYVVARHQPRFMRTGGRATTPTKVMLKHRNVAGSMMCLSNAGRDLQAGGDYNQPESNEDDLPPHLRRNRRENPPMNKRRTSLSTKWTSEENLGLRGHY
GLD-1 RNA inh = GLD-1-TGE RNA interaction inhibition (C. elegans); Q17339; purified GLD-1 + fluorescein TGE RNA, fluorescence polarization; inhibition, % at 5.96 µM; 320,000 compounds, 0.44% hits;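 active = percent inhibition above a per-plate cutoff, the plate mean of test compounds plus 3 SD, cut at about 30% in these data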;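 note: 0% = DMSO wells with GLD-1 and probe and 100% = wells lacking GLD-1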
AHR activator = activators of human aryl hydrocarbon receptor; P35869; AHR-responsive luciferase reporter cells, luminescence; activation, % at 5 µM; 320,000 compounds, 2.5% hits; in the data active = activation above about 47%;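 note: 0% = vehicle wells and 100% = reference agonist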
PAFAH1B2 inh = blocks human PAF acetylhydrolase 1b catalytic subunit 2; P68402; recombinant PAFAH1B2, FP-rhodamine activity probe, fluorescence polarization; inhibition, % at 3.39 µM; 340,000 compounds, 1.2% hits;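 active = inhibition above the mean of all tested compounds plus 3 SD, cut at about 24% in these data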;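 note: 0% = enzyme with DMSO and 100% = wells lacking PAFAH1B2; many of its hits are not listed in these tables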
pPAFAH FP inh = inhibitors of human plasma PAF acetylhydrolase (pPAFAH); Q13093; recombinant pPAFAH, FP-rhodamine probe fluorescence polarization; inhibition, % at 3.39 µM; 330,000 compounds, 1.5% hits;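 active = inhibition above the mean inhibition across the screen plus 3 SD, cut at about 25% in these data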;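 note: inhibitors block binding of the rhodamine activity-based probe so polarization drops; 0% = enzyme with DMSO and 100% = wells lacking pPAFAH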
Target sequence (Q13093 whole entry, looked up): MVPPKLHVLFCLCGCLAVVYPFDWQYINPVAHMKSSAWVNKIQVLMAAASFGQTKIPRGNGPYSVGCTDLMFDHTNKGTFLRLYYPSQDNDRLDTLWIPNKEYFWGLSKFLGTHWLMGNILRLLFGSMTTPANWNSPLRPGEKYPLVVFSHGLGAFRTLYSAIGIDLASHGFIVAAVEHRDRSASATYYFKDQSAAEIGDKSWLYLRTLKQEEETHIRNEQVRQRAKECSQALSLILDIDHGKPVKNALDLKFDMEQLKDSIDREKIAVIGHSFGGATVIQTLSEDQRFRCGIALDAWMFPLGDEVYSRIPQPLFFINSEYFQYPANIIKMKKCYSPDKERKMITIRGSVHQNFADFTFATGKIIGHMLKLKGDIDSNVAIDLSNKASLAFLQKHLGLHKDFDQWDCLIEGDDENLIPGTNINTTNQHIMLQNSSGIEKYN
PME-1 inh = PME-1 (human) inhibition | Q9Y570 | recombinant PME-1, FP-Rh probe fluorescence polarization | inhibition, % at 5.9 µM | 320,000 compounds, 0.53% hits;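 active = inhibition above the campaign mean of all compounds plus 3 SD, cut at about 26% in these data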;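 note: competitive labeling of PME-1 active site by serine hydrolase directed probe; 0% = PME-1 with DMSO and 100% = wells lacking PME-1 enzyme; inhibitors block probe labeling so polarization falls and inhibition rises; many of its hits are not listed in these tables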
Fam108B counter = blocks mouse Fam108B hydrolase in RBBP9 counter-screen; recombinant Fam108B, FP-Rh probe fluorescence polarization; inhibition, % at 9.51 µM; 300,000 compounds, 0.33% hits; AID 1947;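 active = inhibition above the screen mean inhibition plus 3 SD, computed separately per campaign, cut at about 18% in these data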;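 note: inhibitors lower polarization as less probe binds the enzyme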
BCLXL inh = Bcl-xL (human) inhibition; Q07817; GST-Bcl-xL / FITC-Bim BH3 peptide fluorescence polarization; inhibition, % at 10.9 µM; 320,000 compounds, 0.7% hits; AID 2129;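 active = inhibition above the mean of all tested compounds plus 3 SD, cutoff set per campaign, cut at about 30% in these data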;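 note: 0% = DMSO wells and 100% = unlabeled Bim-BH3 peptide competitor; inhibitors lower millipolarization by displacing the labeled peptide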
MCL1 BIM primary = inhibitors of human MCL1 binding to BIM-BH3 peptide | Q07820 | GST-MCL1 / FITC-Bim-BH3 fluorescence polarization | inhibition, % at 10.9 µM | 320,000 compounds, 0.68% hits;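 active = inhibition above the mean inhibition of all tested compounds plus 3 SD, set per campaign, cut at about 40% in these data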;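 note: 0% = DMSO wells and 100% = unlabeled Bim-BH3 peptide control; higher means more loss of mP so more displacement of Bim peptide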
* = called active by the depositor; . = no result given. Not all compounds are listed. The share of hits here may be higher or lower than overall.

SMILES | MEX-5 binding | GLD-1 RNA inh | AHR activator | PAFAH1B2 inh | pPAFAH FP inh | PME-1 inh | Fam108B counter | BCLXL inh | MCL1 BIM primary
COc1cc(C(=O)NCC(=O)N/N=C/c2cccc(OC(=O)c3ccco3)c2)cc(OC)c1OC | -2.9 | 0 | 1 | 5 | 3 | 24 | 0 | 7 | 3
CCOC(=O)CCCNC(=O)COC(=O)c1ccc(O)cc1 | -3.4 | 2 | -4 | 1 | 6 | -4 | -2 | 5 | -3
O=C(Nc1ccc(F)cc1)c1sc(Cl)nc1-c1ccccc1 | 0.5 | 6 | -6 | 0 | 2 | -5 | -2 | 5 | 12
Cc1ccc(C)c(NS(=O)(=O)c2ccc(NC(=O)c3ccco3)cc2)c1 | -0.1 | 3 | 1 | -3 | 19 | -14 | -4 | -1 | -2
C=CCn1c(SCc2ccccc2)nnc1-c1cccnc1 | 2.0 | -4 | 2 | 5 | 0 | 4 | -2 | -1 | 1
CC(=O)Nc1ccc(NC(=O)c2ccccc2F)cc1 | 1.5 | 1 | 1 | 5 | 7 | 6 | 1 | -8 | 6
O=C(Nc1cc2c3c(c1)CC(=O)N3CCC2)c1ccccc1Br | -2.4 | -7 | 5 | 3 | 9 | 2 | 4 | 9 | 8
O=C(c1ccco1)N1CCN(Cc2ccc(Br)cc2)CC1 | 2.8 | 3 | 0 | 4 | 1 | -1 | -2 | -3 | -1
Cc1ccsc1C(=O)OC(C)C(=O)Nc1ccc(Cl)cn1 (stereo unspecified) | . | 1 | 0 | 7 | -1 | . | . | . | .
CCSc1c([N+](=O)[O-])c(=O)n(-c2ccccc2)c2ccccc12 | -2.2 | 6 | 2 | 2 | -1 | 2 | 1 | 5 | 0
Cc1cccnc1NC(=S)Nc1ccc(F)cc1F | 3.9 | 10 | -5 | 7 | 2 | 0 | 1 | 7 | 13
Cc1occc1C(=O)N/N=C/c1ccc(-c2cccc([N+](=O)[O-])c2)o1 | 2.5 | -1 | -10 | 1 | 3 | 4 | 8 | 5 | 0
O=C(O)CCCN1C(=O)C2C3c4ccccc4C(c4ccccc43)[C@@H]2C1=O (stereo partly specified) | 0.6 | -13 | 0 | 4 | -3 | -1 | 2 | 0 | -7
Cc1cc(=O)[nH]c(Nc2ccc(C(=O)OC(C)C)cc2)n1 | -1.1 | 4 | 7 | -2 | 3 | -6 | -3 | 7 | -2
CN1CCN(C(=O)C2=C[C@H](c3ccc4c(c3)OCO4)C[C@H](OCCCCO)O2)CC1 | -1.5 | 1 | 8 | -3 | 4 | 4 | -2 | 0 | -4
Cc1ccc(-c2nnn(CC(=O)N(c3ccccc3F)C(CC(C)C)C(=O)NCC3CCCO3)n2)cc1 (stereo unspecified) | 0.6 | -1 | 2 | 3 | 0 | 2 | 4 | 8 | 11
O=C(NCCC(c1ccccc1)c1ccccc1)c1cccs1 | 1.6 | 4 | -1 | 0 | 5 | 3 | -1 | 1 | 4
CN(C(=O)c1ccc(OC2CCN(S(=O)(=O)N(C)C)CC2)cc1)C1CCCCC1 | 0.1 | 0 | 1 | 6 | -7 | -12 | -2 | 2 | 7
COc1ccc(NCc2nnc(SCC(=O)c3ccc(OC)cc3)n2C)cc1 | -1.5 | 4 | 41 | 4 | 2 | 1 | 1 | 12 | 18
O=C(CCn1cnc(-c2ccccc2)c1-c1ccccc1)N/N=C/c1ccccc1O | 1.8 | -3 | 2 | 9 | 6 | -2 | -4 | 10 | 15

14 entries from above, as a markdown table.
| smiles | MEX-5 binding | GLD-1 RNA inh | AHR activator | PAFAH1B2 inh | pPAFAH FP inh | PME-1 inh | Fam108B counter | BCLXL inh | MCL1 BIM primary |
| --- | --- | --- | --- | --- | --- | --- | --- | --- | --- |
| O=C(Nc1cc2c3c(c1)CC(=O)N3CCC2)c1ccccc1Br | -2.4 | -7 | 5 | 3 | 9 | 2 | 4 | 9 | 8 |
| O=C(c1ccco1)N1CCN(Cc2ccc(Br)cc2)CC1 | 2.8 | 3 | 0 | 4 | 1 | -1 | -2 | -3 | -1 |
| Cc1ccsc1C(=O)OC(C)C(=O)Nc1ccc(Cl)cn1 (stereo unspecified) | . | 1 | 0 | 7 | -1 | . | . | . | . |
| CCSc1c([N+](=O)[O-])c(=O)n(-c2ccccc2)c2ccccc12 | -2.2 | 6 | 2 | 2 | -1 | 2 | 1 | 5 | 0 |
| Cc1cccnc1NC(=S)Nc1ccc(F)cc1F | 3.9 | 10 | -5 | 7 | 2 | 0 | 1 | 7 | 13 |
| Cc1occc1C(=O)N/N=C/c1ccc(-c2cccc([N+](=O)[O-])c2)o1 | 2.5 | -1 | -10 | 1 | 3 | 4 | 8 | 5 | 0 |
| O=C(O)CCCN1C(=O)C2C3c4ccccc4C(c4ccccc43)[C@@H]2C1=O (stereo partly specified) | 0.6 | -13 | 0 | 4 | -3 | -1 | 2 | 0 | -7 |
| Cc1cc(=O)[nH]c(Nc2ccc(C(=O)OC(C)C)cc2)n1 | -1.1 | 4 | 7 | -2 | 3 | -6 | -3 | 7 | -2 |
| CN1CCN(C(=O)C2=C[C@H](c3ccc4c(c3)OCO4)C[C@H](OCCCCO)O2)CC1 | -1.5 | 1 | 8 | -3 | 4 | 4 | -2 | 0 | -4 |
| Cc1ccc(-c2nnn(CC(=O)N(c3ccccc3F)C(CC(C)C)C(=O)NCC3CCCO3)n2)cc1 (stereo unspecified) | 0.6 | -1 | 2 | 3 | 0 | 2 | 4 | 8 | 11 |
| O=C(NCCC(c1ccccc1)c1ccccc1)c1cccs1 | 1.6 | 4 | -1 | 0 | 5 | 3 | -1 | 1 | 4 |
| CN(C(=O)c1ccc(OC2CCN(S(=O)(=O)N(C)C)CC2)cc1)C1CCCCC1 | 0.1 | 0 | 1 | 6 | -7 | -12 | -2 | 2 | 7 |
| COc1ccc(NCc2nnc(SCC(=O)c3ccc(OC)cc3)n2C)cc1 | -1.5 | 4 | 41 | 4 | 2 | 1 | 1 | 12 | 18 |
| O=C(CCn1cnc(-c2ccccc2)c1-c1ccccc1)N/N=C/c1ccccc1O | 1.8 | -3 | 2 | 9 | 6 | -2 | -4 | 10 | 15 |

The list goes on.
SMILES | MEX-5 binding | GLD-1 RNA inh | AHR activator | PAFAH1B2 inh | pPAFAH FP inh | PME-1 inh | Fam108B counter | BCLXL inh | MCL1 BIM primary
CCO[C@@H]1OC(C(=O)O)=C[C@H](c2ccccc2)[C@H]1CCCO | -0.5 | -8 | 0 | 8 | 5 | 1 | -4 | 5 | 4
COc1ccc(CCC(=O)N2CCN(c3ccc([N+](=O)[O-])cc3)CC2)cc1OC | 1.2 | 2 | -1 | 3 | 5 | 3 | -1 | 2 | -7
O=C1CSC(c2cccc([N+](=O)[O-])c2)N1c1ccc(O)cc1 (stereo unspecified) | 1.1 | 6 | 5 | 1 | 2 | 4 | -1 | -14 | 12
O=C(NC1CCC(O)CC1)c1ccc(S(=O)(=O)NCc2ccco2)cc1 (stereo unspecified) | 0.4 | 0 | 0 | 5 | 0 | 4 | 0 | 7 | 9
O=C(NCc1ccco1)/C(=C/c1ccco1)NC(=O)c1ccccc1 | 2.0 | 4 | -1 | 2 | 3 | -4 | -2 | 9 | 9
COC(=O)c1nn(-c2cccc(Cl)c2)cc(OC)c1=O | 1.3 | 4 | 3 | 1 | -1 | 0 | 4 | 5 | 9
CC(C)c1ccc(NC(=O)CSc2nc3ccsc3c(=O)n2Cc2ccc(C(=O)O)cc2)cc1 | 0.7 | 1 | 2 | 1 | -12 | -5 | -2 | 5 | 3
Cc1cc(F)c(F)c(C(=O)N2CCOCC2)c1 | 1.1 | 4 | -2 | 3 | 10 | -4 | 0 | -2 | 0
O=C(CN1C(=O)C2(OCCCO2)c2ccccc21)NCc1ccccc1 | 1.1 | 1 | -2 | -3 | 8 | -7 | 2 | 0 | 2
CCN(CC)c1ccc(/C=N/NC(=O)C2CC2)cc1 | 0.7 | 3 | 85* | 5 | -2 | -10 | 1 | 2 | 5
O=C1OC(Nc2ccc(Cl)cn2)c2ccccc21 (stereo unspecified) | 1.8 | 2 | 2 | 3 | -2 | -2 | -5 | -5 | -8
CCN(CC(=O)NCc1ccc(Cl)cc1)C(=O)c1sccc1C | . | 3 | 1 | 8 | 5 | . | . | . | .
O=C(COC(=O)C1=Cc2ccccc2OC1)NC1CCCC1 | 0.0 | 5 | 0 | -2 | 3 | 0 | -1 | 4 | 5
Cc1ccc(CN2C(=O)C(Cc3ccccc3)Nc3ncnc(N4CCCCC4)c32)cc1 (stereo unspecified) | 6.6 | 4 | 3 | 12 | -2 | -2 | 0 | 2 | 0
O=C(NCC(=O)N1CCOCC1)c1ccccc1 | 2.7 | -5 | 0 | 3 | 6 | -1 | 3 | 6 | 7
COc1cc(C2C(C#N)=C(N)Oc3cc(N)ccc32)cc(OC)c1OC (stereo unspecified) | . | 9 | 0 | 0 | 19 | -1 | -5 | 1 | -6
O=C(CN(C1CCCCC1)C1CCCCC1)N1CCc2ccccc2C1 | 0.5 | 39* | 3 | 2 | 3 | 1 | 3 | 6 | -1
O=C(c1cc(F)ccc1F)C1CCCN(C(=O)c2ccc3nccnc3c2)C1 (stereo unspecified) | 3.3 | -1 | 2 | -2 | 8 | 5 | 3 | 4 | -2
Cc1sc2ncnc(N/N=C/c3ccc(O)cc3)c2c1C | -11 | 4 | 28 | 4 | 10 | 21 | 10 | 6 | 8
CC(C)(C)C(=O)COC(=O)c1cc2ccccc2cc1O | -0.1 | -6 | 4 | 5 | -1 | 4 | 0 | 0 | 1
COc1ccc(-c2cc(C(F)(F)F)nc(-n3cncn3)n2)cc1 | -0.9 | 1 | -2 | 7 | 3 | -1 | 2 | 6 | 7
COc1cc(NC(=O)CSc2nnc(NC(C)C)s2)cc(OC)c1OC | 0.2 | 9 | -1 | -3 | 2 | -6 | -6 | -13 | -7
Cc1ccc2c(c1)nnn2C1CCN(CC(=O)Nc2ccc(F)cc2)CC1 | -1.4 | -9 | 1 | 4 | 1 | 6 | 4 | 0 | 2
Cc1cn(Cc2ccccc2Cn2cc(C)c(=O)[nH]c2=O)c(=O)[nH]c1=O | 1.3 | 0 | 0 | 1 | 6 | 6 | 0 | 0 | 2
CCOC(=O)C1(Cc2ccccc2)C(=O)N(CCCN(C)C)c2ccccc21 (stereo unspecified) | -0.7 | -1 | -2 | . | -1 | -7 | -4 | 2 | 0
CCCC1C2C(=O)N(c3ccccc3OCC)C(=O)C2ON1c1ccccc1 (stereo unspecified) | 0.4 | 0 | 3 | 5 | 11 | -1 | 0 | 8 | 4
Cc1ccc(C)c(NC(=O)CN(C)C(=O)CCN2C(=O)c3ccccc3C2=O)c1 | . | -2 | -2 | 1 | 6 | 4 | -1 | 0 | 9
O=CN1CCN(c2ncnc3c2nnn3Cc2c(F)cccc2Cl)CC1 | -0.1 | -11 | 0 | 0 | 7 | 1 | 0 | 7 | 2
CC(/C=C1\NC(=S)NC1=O)=C\c1ccccc1 | -3.7 | -3 | -4 | -11 | -2 | 3 | -9 | -2 | -5
O=C1CC(N2CCN(c3nc4ccccc4s3)CC2)C(=O)N1c1cccc(F)c1 (stereo unspecified) | -1.1 | 6 | -1 | 6 | 8 | -5 | 3 | 3 | 5
